Tn6 DDE FP: inhibitors of Tn6 peptide binding to human fibrin DD(E). P02675. Fibrin DD(E) TRITC-Tn6 fluorescence polarization displacement. inhibition, % at 8.3 µM. actives 0.21% (n = 370,000);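 active = inhibition above a per-campaign cutoff: mean of compounds within control limits plus 3 SD, cut at about 15% in these data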;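 note: 0% = median of all compound wells on the plate and 100% = blocking peptide control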
SIAE primary: blocks human sialic acid acetylesterase; SIAE FP-Rh probe binding, fluorescence polarization; Q9HAT2; actives 0.69% (n = 370,000); inhibition, % at 9.66 µM;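 active = inhibition above a cutoff: mean of compounds within the control limits plus 3 SD of those, cut at about 17% in these data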;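 note: 0% = plate median of compound wells and 100% = probe without SIAE protein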
KLK7 zymogen act: activators of human kallikrein-7 zymogen. activation, % at 7 µM. P49862. actives 0.9% (n = 370,000). purified proKLK7, EDANS-DABCYL substrate fluorescence; 100% is mature enzyme control, 0% vehicle. AID 652039;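 active = activation above the mean of all tested compounds plus 3 SD, computed per campaign excluding outliers beyond control limits, cut at about 13% in these data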
Target sequence (P49862 whole entry, looked up): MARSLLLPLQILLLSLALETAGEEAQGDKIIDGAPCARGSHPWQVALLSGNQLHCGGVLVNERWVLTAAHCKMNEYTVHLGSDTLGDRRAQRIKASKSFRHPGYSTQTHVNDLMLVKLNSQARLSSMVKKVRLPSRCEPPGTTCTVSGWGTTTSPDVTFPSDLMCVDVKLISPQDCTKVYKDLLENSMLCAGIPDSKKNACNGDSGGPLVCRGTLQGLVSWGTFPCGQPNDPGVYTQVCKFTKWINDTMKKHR
LEDGF integ inh: blocks HIV-1 LEDGF/p75-dependent DNA integration. actives 0.64% (n = 370,000). inhibition, % at 3.7 µM. TR-FRET IN-LEDGF/p75 DNA integration, Eu/Cy5;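 active = inhibition above the screen-wide mean plus 3 SD, cut at about 13% in these data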;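 note: signal is the Cy5 over europium emission ratio at 671 and 618 nm; 0% = plate median of compound wells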
UHRF1 binding: UHRF1 methyl-DNA binding inhibition; inhibition, % at 4.4 µM; Q96T88; AID 687016; actives 0.75% (n = 370,000); UHRF1 binding to methylated oligo, TR-FRET; in the data active = inhibition above about 21%;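 note: UHRF1 SRA domain binding a hemimethylated CpG hairpin DNA probe; 0% = median of test compound wells and 100% = reference inhibitor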
TDP2 absorb: TDP2 (human) inhibition, absorbance primary screen; O95551; recombinant TDP2, T5PNP hydrolysis, p-nitrophenol absorbance 415 nm; inhibition, % at 12.8 µM; actives 0.34% (n = 370,000);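 active = inhibition above the mean of all tested compounds plus 3 SD, set per campaign, cut at about 25% in these data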;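 note: 0% = DMSO with enzyme and 100% = buffer with substrate but no TDP2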
Target sequence (O95551 whole entry, looked up): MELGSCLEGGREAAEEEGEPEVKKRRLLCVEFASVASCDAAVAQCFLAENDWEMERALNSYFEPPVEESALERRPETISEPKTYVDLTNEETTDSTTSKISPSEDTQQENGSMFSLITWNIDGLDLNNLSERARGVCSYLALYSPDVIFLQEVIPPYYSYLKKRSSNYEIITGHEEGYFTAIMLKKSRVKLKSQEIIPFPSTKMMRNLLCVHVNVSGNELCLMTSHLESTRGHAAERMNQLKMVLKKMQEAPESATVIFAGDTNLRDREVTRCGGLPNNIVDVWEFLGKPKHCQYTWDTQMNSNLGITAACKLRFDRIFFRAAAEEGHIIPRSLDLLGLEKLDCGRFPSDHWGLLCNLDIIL
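Material: recombinant human TDP2; quantity: TDP2 enzyme at 120 nM final; medium: Tris-HCl pH 7.5 with MgCl2; compound: single concentration, 12.8 µM nominal, with 1% DMSO; incubation: 2 h enzyme incubation at 37 °C; signal: epi absorbance; measure: percent inhibition; benchmarks: high control without enzyme, low control DMSO plus TDP2; repeats: singlicate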
PRMT1 FP inh: inhibitors of human PRMT1; recombinant PRMT1, activity-based probe fluorescence polarization; inhibition, % at 2.79 µM; Q99873; actives 1.3% (n = 370,000);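 active = inhibition above about 21% made by adding two undisclosed values, limit read from the data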
DDE Tn7 FP inh: inhibitors of Tn7 peptide binding to human fibrin DD(E). inhibition, % at 8.3 µM. FP displacement of FITC-Tn7 peptide from fibrin DD(E); 0% = median of compound wells per plate. P02675. actives 0.13% (n = 370,000). AID 720508;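 active = inhibition above the mean of compounds falling within the control limits plus 3 SD of them, cut at about 14% in these data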;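 note: 0% = plate median of compound wells and 100% = 10 µM Aha-Tn7 peptide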
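Also added: labelled Tn7 tracer, 0.1 µM; Assay system: human fibrin DD(E) protein; Amount: 2 µM fibrin DD(E); Schedule: 10 min compound pre-incubation, 3 h probe incubation at room temperature; Repeats: one replicate per compound; Read-out basis: percent inhibition; Measured by: fluorescence polarization of the labelled Tn7 tracer.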
MBD2 DNA inh: MBD2-methylated oligo binding inhibition; Q9UBB5; TR-FRET, MBD2 binding to methylated oligonucleotide; inhibition, % at 4.4 µM; actives 0.31% (n = 370,000); in the data active = inhibition above about 13%
TCR-CD3 inh: inhibitors of human TCR-CD3 interaction. TAMRA-labeled TCR probe fluorescence, biochemical. inhibition, % at 9.4 µM. actives 0.37% (n = 360,000). AID 651800; in the data active = inhibition above about 19%;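 note: recombinant mutant TCR 2C K166C tagged with TAMRA read by polarization; 0% = receptor in buffer alone and 100% = receptor with positive control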
* = called active by the depositor; · = not tested or not shown.

nr	mol	Tn6 DDE FP	SIAE primary	KLK7 zymogen act	LEDGF integ inh	UHRF1 binding	TDP2 absorb	PRMT1 FP inh	DDE Tn7 FP inh	MBD2 DNA inh	TCR-CD3 inh
1	COc1ccccc1C(C)NC(=O)CN(C)CC(=O)Nc1c(C)cccc1C (configuration not stated)	-2.9	-3.8	1.2	2.4	-1.9	6.8	-2.6	-1.5	-2.5	-3.8
2	C=CCN1C=CC(=O)[C@@H](OC(=O)Nc2ccc(Br)cc2)[C@H]1c1ccccc1Br	-1.1	-6.2	-1.3	-1.7	2.3	1.9	2.1	3.1	1.9	-9.2
3	COc1ccc2oc3cc(C)[n+]([O-])c(-c4ccc(C)cc4)c3c2c1	-8.5	3.6	7.3	3.3	0.8	1.5	5.9	0.6	5.0	-8.3
4	Cc1ccc(-c2cc(C(=O)N3CCOCC3)c3ccccc3n2)cc1	-3.7	-2.6	1.2	-1.9	26.8*	9.5	1.4	3.8	-4.3	-0.9
5	CCc1nc2sc3c(O)cc(=O)[nH]c3c2cc1C	-3.7	1.8	1.4	-0.3	-1.5	3.5	0.0	0.4	0.1	11.1
6	COC(=O)C1=C(C)OC(N)=C(C#N)C1c1ccccc1 (configuration not stated)	-7.4	3.7	0.5	0.4	3.8	-0.3	1.2	9.2	2.0	-2.7
7	COc1ccc(C2CCC3(CCC(=O)N3CCOC(=O)NCc3ccc(Cl)cc3)CC2)cc1 (configuration not stated)	1.0	-3.9	0.4	-0.5	2.2	4.3	2.3	-6.3	5.9	·
8	CC(C)(C)n1nnnc1C(c1cccs1)N1CCCC2(CCCCC2)C1 (configuration not stated)	-0.6	-0.2	0.4	0.9	-2.3	-1.4	-1.5	-3.0	0.8	6.7
9	CCOC(=O)CN(C(=O)COC(=O)C1(c2ccccc2)CC1)c1ccc(F)cc1	6.3	-4.3	0.7	3.4	0.9	-11.4	-0.3	-0.6	1.3	3.1
10	CCOC(=O)N1CCC(N2C(=O)c3ccccc3C2Nc2ccc3c(c2)OCCO3)CC1 (configuration not stated)	-8.4	6.5	0.8	-2.3	-1.9	-0.3	-1.5	0.4	-5.0	15.1
11	Cc1cccc(C)c1OCc1nnc(NC(=O)CSc2ccc(Cl)cc2)s1	-0.7	5.0	-0.1	-2.7	-1.4	-7.4	2.2	9.4	-6.5	-1.6
12	On1c(-c2ccccc2)nc2ccccc21	-3.9	5.4	0.0	2.2	1.1	-13.9	-7.5	4.0	-1.0	-6.7
13	O=C(COc1ccc(Br)cc1)Nc1nc(-c2cccnc2)cs1	-4.9	-14.7	0.3	-3.7	0.4	-4.4	4.4	1.2	4.1	-5.4
14	Cc1cc(C)c2nc(SCC(=O)Nc3cc(C)on3)c(C)cc2c1	-2.3	5.8	0.0	8.4	2.3	-10.2	-3.1	2.2	-4.7	-1.9
15	O=C(NC1CCCCCC1)c1cccnc1Sc1ccccc1	-5.6	12.6	0.2	24.0*	-2.2	7.3	-3.7	2.2	-4.3	-1.1
16	COCCNC(=O)CCC1CCN(Cc2cccc(-c3ccc(C)o3)c2)CC1	0.5	-4.5	0.0	-0.5	-0.5	-8.8	11.0	7.5	2.8	-8.6
17	O=C(CC1CCCC1)Nc1cc(C(F)(F)F)ccc1-n1cncn1	-8.9	-7.5	0.6	0.3	1.3	4.2	0.6	-0.3	1.7	-3.8
18	CS(=O)(=O)N1Cc2ccccc2CC1C(=O)O (configuration not stated)	-5.0	1.5	-0.3	-5.5	-0.1	-1.8	2.4	3.1	-3.0	-6.2
19	Cc1ccccc1C(OCC(O)CN1CCN(CCO)CC1)c1ccccc1 (configuration not stated)	7.6	10.4	-0.2	0.9	1.1	26.6*	-0.8	-2.2	-2.0	-1.6
20	COCCn1c(C)cc(C(=O)CN2C(=O)NC3(CCCCCC3)C2=O)c1C	11.6	9.2	0.3	3.2	-0.3	6.2	-1.0	0.0	-1.5	-3.8
21	Nc1nc(C(F)(F)F)c(Br)c(=O)n1N	3.8	0.3	-0.4	5.6	3.7	-5.2	-0.4	1.3	-2.0	1.7
22	COC1=CC(=O)C(C2CC(=O)c3c(O)cc(O)cc3O2)=CC1=O (configuration not stated)	-10.6	10.9	-0.5	45.7*	9.1	6.2	48.0*	-8.8	5.3	3.3

Molecules listed so far containing sulfur (seven):
nr	mol	Tn6 DDE FP	SIAE primary	KLK7 zymogen act	LEDGF integ inh	UHRF1 binding	TDP2 absorb	PRMT1 FP inh	DDE Tn7 FP inh	MBD2 DNA inh	TCR-CD3 inh
5	CCc1nc2sc3c(O)cc(=O)[nH]c3c2cc1C	-3.7	1.8	1.4	-0.3	-1.5	3.5	0.0	0.4	0.1	11.1
8	CC(C)(C)n1nnnc1C(c1cccs1)N1CCCC2(CCCCC2)C1 (configuration not stated)	-0.6	-0.2	0.4	0.9	-2.3	-1.4	-1.5	-3.0	0.8	6.7
11	Cc1cccc(C)c1OCc1nnc(NC(=O)CSc2ccc(Cl)cc2)s1	-0.7	5.0	-0.1	-2.7	-1.4	-7.4	2.2	9.4	-6.5	-1.6
13	O=C(COc1ccc(Br)cc1)Nc1nc(-c2cccnc2)cs1	-4.9	-14.7	0.3	-3.7	0.4	-4.4	4.4	1.2	4.1	-5.4
14	Cc1cc(C)c2nc(SCC(=O)Nc3cc(C)on3)c(C)cc2c1	-2.3	5.8	0.0	8.4	2.3	-10.2	-3.1	2.2	-4.7	-1.9
15	O=C(NC1CCCCCC1)c1cccnc1Sc1ccccc1	-5.6	12.6	0.2	24.0*	-2.2	7.3	-3.7	2.2	-4.3	-1.1
18	CS(=O)(=O)N1Cc2ccccc2CC1C(=O)O (configuration not stated)	-5.0	1.5	-0.3	-5.5	-0.1	-1.8	2.4	3.1	-3.0	-6.2

Reformatted: entries from further up
#19 Cc1ccccc1C(OCC(O)CN1CCN(CCO)CC1)c1ccccc1 (configuration not stated)
#20 COCCn1c(C)cc(C(=O)CN2C(=O)NC3(CCCCCC3)C2=O)c1C

assay / compound | 19 | 20
Tn6 DDE FP | 7.6 | 11.6
SIAE primary | 10.4 | 9.2
KLK7 zymogen act | -0.2 | 0.3
LEDGF integ inh | 0.9 | 3.2
UHRF1 binding | 1.1 | -0.3
TDP2 absorb | 26.6* | 6.2
PRMT1 FP inh | -0.8 | -1.0
DDE Tn7 FP inh | -2.2 | 0.0
MBD2 DNA inh | -2.0 | -1.5
TCR-CD3 inh | -1.6 | -3.8

Assay outcomes deposited in PubChem BioAssay by The Scripps Research Institute Molecular Screening Center.
